# NLRP3 yeast inh: NALP3 inhibition in yeast | Yeast reconstituted NLRP3/ASC/caspase-1, beta-gal luminescence, 24 h | inhibition, % at 10 µM | 330,000 compounds, 0.39% hits;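 active means inhibition of 50% or more; inactive means inhibition below 50%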;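 further: plate controls were induced DMSO wells for no effect and uninduced yeast grown without galactose for full effect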
# SENP7 block: SENP7 protease inhibition. inhibition, % at 5 µM. Q9BQF6. recombinant SENP7, Z-RLRGG-aminoluciferin luminescence, 40 min. 330,000 compounds, 1.5% hits;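 active means inhibition above about 50% at the single test dose, limit read from the data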;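 further: plate controls were DMSO with enzyme for no effect and no enzyme buffer wells for full effect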
# SENP6 block: blocks the human protease SENP6; Recombinant SENP6 catalytic domain, aminoluciferin luminescence; inhibition, % at 10 µM; 330,000 compounds, 1.8% hits;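 active means inhibition above about 50% at the single tested dose, limit read from the data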;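 further: plate controls were DMSO wells with enzyme for no effect and DMSO wells lacking enzyme for full effect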
# SENP8 block-1: SENP8 (human) protease inhibition; recombinant SENP8, Nedd8 substrate fluorescence; inhibition, % at 20 µM; 360,000 compounds, 0.64% hits; AID 602440; in the data active means inhibition mostly above about 40%, no sharp cut-off; inactive means mostly below about 27%
# Target sequence (Q96LD8 whole entry, looked up): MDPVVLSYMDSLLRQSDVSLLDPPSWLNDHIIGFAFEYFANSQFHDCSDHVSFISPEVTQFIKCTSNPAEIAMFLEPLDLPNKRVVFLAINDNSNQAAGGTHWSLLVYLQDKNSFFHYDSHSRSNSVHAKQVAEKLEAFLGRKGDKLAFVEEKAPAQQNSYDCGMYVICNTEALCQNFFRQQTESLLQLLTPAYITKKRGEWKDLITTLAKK
# SENP1 inh: blocks the human SENP1 SUMO protease catalytic domain; Q9P0U3; recombinant SENP1 catalytic domain, CyPet-SUMO1-YPet FRET cleavage; inhibition, % at 10 µM; 360,000 compounds, 0.21% hits;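 active means inhibition at least 30% at 10 µM, raw YFP signal under a set limit, fluorescence ratio 0.5 to 1.5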;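 further: 0% = enzyme with DMSO and 100% = no enzyme wells; some results filed as inactive read as strong as hits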
#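 Controls: no-enzyme wells low, DMSO-plus-enzyme wells high control. Test system: human recombinant His6-tagged SENP1 catalytic domain enzyme. Reagent: SFCypet-SUMO1-SFYpet FRET protein substrate, 25 nM final. Doses: one dose per compound, 10 µM, 0.5% DMSO. Detection: FRET, CFP and YFP emission. Timing: 50 min reaction at room temperature.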
# HKDC1 inh: inhibitors of human hexokinase HKDC1 | Q2TB90 | recombinant HKDC1, G6PDH/diaphorase resazurin coupled fluorescence | inhibition, % at 20 µM | 340,000 compounds, 0.16% hits;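 active means inhibition above about 35% when tested at 20 µM, limit read from the data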;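 further: plate controls were DMSO wells with enzyme for no effect and DMSO wells lacking enzyme for full effect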
# Target sequence (Q2TB90 whole entry, looked up): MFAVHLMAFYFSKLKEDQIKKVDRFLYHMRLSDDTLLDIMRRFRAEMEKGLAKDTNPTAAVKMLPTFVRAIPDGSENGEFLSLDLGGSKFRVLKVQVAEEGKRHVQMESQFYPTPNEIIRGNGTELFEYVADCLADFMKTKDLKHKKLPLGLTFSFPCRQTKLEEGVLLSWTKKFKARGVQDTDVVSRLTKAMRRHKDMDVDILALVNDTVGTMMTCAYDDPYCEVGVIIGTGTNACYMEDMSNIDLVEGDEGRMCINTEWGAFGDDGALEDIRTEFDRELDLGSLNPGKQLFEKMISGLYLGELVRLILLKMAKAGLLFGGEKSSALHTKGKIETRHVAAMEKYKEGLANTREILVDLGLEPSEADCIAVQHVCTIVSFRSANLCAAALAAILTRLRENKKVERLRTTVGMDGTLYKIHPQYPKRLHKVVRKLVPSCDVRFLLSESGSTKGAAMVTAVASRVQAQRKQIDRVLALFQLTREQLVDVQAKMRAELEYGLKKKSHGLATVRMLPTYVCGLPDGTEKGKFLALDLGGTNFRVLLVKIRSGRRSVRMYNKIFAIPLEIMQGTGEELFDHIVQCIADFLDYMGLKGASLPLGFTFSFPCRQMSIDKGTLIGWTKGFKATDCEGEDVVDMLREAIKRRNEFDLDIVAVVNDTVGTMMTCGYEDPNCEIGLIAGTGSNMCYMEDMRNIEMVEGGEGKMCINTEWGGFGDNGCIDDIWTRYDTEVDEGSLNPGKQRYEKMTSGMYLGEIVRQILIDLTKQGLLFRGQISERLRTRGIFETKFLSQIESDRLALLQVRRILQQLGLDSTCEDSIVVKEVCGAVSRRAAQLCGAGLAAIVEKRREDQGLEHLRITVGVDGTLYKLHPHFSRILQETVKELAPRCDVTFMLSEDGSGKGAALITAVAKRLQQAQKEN
#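 Assay system: in-house recombinant HK5 (HKDC1) enzyme. Input: HKDC1 at 5 µg/mL. Medium: Tris pH 8.0 buffer with MgCl2, Tween-20, BSA, BME. Dosing: single 20 µM dose. Schedule: 90 min reaction incubation at room temperature, dark. Signal: resazurin-to-resorufin fluorescence via G6PDH and diaphorase coupling, 525/613 nm. Controls: DMSO-enzyme wells negative, buffer-substituted wells positive.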
# Apaf1 inhib: inhibitors of human Apaf-1 apoptosome; inhibition, % at 20 µM; O14727; 330,000 compounds, 0.71% hits; reconstituted apoptosome caspase-3 activity, DEVD-Rh110 fluorescence; active means inhibition of at least 40% at 20 µM;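 further: plate controls were DMSO wells for no effect and DEVD-CHO caspase inhibitor wells for full effect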
#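 Material: biochemical Apaf-1 apoptosome reconstitution. Medium: Hepes buffer, pH 7.5. Also added: cytochrome c activation, bis-DEVD rhodamine 110 substrate. Timing: 30 min compound preincubation, 50 min activation, room temperature. Measured by: rhodamine 110 fluorescence at Ex 480/Em 540 nm.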
# SENP8 block-2: SENP8 protease inhibition | Q96LD8 | purified SENP8, Z-RLRGG-aminoluciferin cleavage, luminescence | inhibition, % at 10 µM | 330,000 compounds, 1.2% hits | AID 2540; in the data active means inhibition above about 50%
# PfGluPho inh: PfG6PD (Plasmodium falciparum) enzyme inhibition. PfGluPho enzyme, NADPH resazurin-diaphorase fluorescence. inhibition, % at 20 µM. 350,000 compounds, 0.78% hits. AID 504690;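 active means inhibition reaching at least a set limit at 20 µM in the primary screen, cut at about 59% in these data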;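 further: 0% = DMSO wells with substrate and 100% = DMSO wells lacking glucose-6-phosphate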
# Numbers without * were called inactive; i = inactive; / = not tested or not shown.
SMILES,NLRP3 yeast inh,SENP7 block,SENP6 block,SENP8 block-1,SENP1 inh,HKDC1 inh,Apaf1 inhib,SENP8 block-2,PfGluPho inh
CC1=C(C(=O)OC2CCCCCC2)C(c2ccc(C)o2)C2=C(CCCC2=O)N1 (stereo not given),3,3,10,-164,-7,-3,8,8,7
COc1ccc(S(=O)(=O)N(CC(=O)NCCC(C)C)c2ccccc2)cc1OC,-4,-2,-7,23,-1,-8,7,1,-14
CC1CCN(C(=S)Nc2cccc(S(=O)(=O)N(C)C)c2)CC1,22,-2,-2,14,-1,-10,2,0,18
COc1ccc(N2CCN(S(=O)(=O)CCNC(=O)COc3ccccc3OC)CC2)cc1,7,-1,-17,12,1,0,1,4,4
Cc1cccc(NC(=O)CSc2ncnc3c2oc2ccccc23)c1,45,8,-11,5,-2,-7,18,-4,-3
COc1nc(N(C)C)nc(N(C#N)S(=O)(=O)c2ccc(C)cc2)n1,17,3,5,23,2,-1,-13,-1,-12
COCCCn1c(SCC(=O)NCc2ccco2)nc2sc3c(c2c1=O)CCC3,10,10,-8,-8,1,-2,-4,-3,6
CC(C)c1ccccc1NC1=CC(=O)CC(C)(C)C1,9,-7,-12,5,-2,-2,6,-10,0
CC(=O)c1ccc(N/N=C2/CCCNC2=O)cc1,23,0,-8,1,-1,-3,4,0,-13
CC(=O)c1cccc(NC(=S)NCc2ccccc2)c1,7,3,-10,5,1,-8,8,0,-11
O=C(Oc1ccc(C(=S)N2CCOCC2)cc1)c1ccc([N+](=O)[O-])cc1,21,2,-2,21,2,-2,-1,-5,17
C=CCOc1cccc(C2/C(=C(\O)c3ccc(F)cc3)C(=O)C(=O)N2CCN(C)C)c1 (stereo not given),-12,-1,38,-21,-1,-1,-1,-3,-23
O=C(NCCSCc1ccccc1)c1ccc(C2SCC(=O)N2Cc2ccccc2)cc1 (stereo not given),4,3,-5,5,63*,0,-9,4,0
COc1cc2c(cc1OC)CN(c1nc(-c3cccnc3)nc3ccccc13)CC2,15,5,0,-46,-16,8,4,1,6
N#C/C(=C/c1ccc(N2CCOCC2)o1)c1ccc(Cl)cc1,/,/,/,-46,-30,-4,/,/,78*
CC1=C(C(=O)OC(C)C)C(c2ccc(Br)s2)NC(=O)N1C (stereo not given),2,3,-15,20,-10,-3,13,6,0
Cc1cc(C(F)(F)F)n2ncc(C(=O)O)c2n1,9,-1,-8,11,3,1,-4,1,-24
COc1ccc(N2CC(C(=O)Nc3nnc(SCC(=O)N4CCOCC4)s3)CC2=O)cc1 (stereo not given),0,0,-12,2,-2,-5,-4,9,27
Cc1ccccc1Cn1nc(C)c(NC(=O)c2sc3ccccc3c2Cl)c1C,16,-1,-3,18,1,-3,25,-1,12
CCOc1ccc(C(=O)C(C)OC(=O)Cn2cnc3c2c(=O)n(C)c(=O)n3C)cc1 (stereo not given),27,-9,-11,12,1,-6,7,7,-5
COc1ccc(-n2nc(C(=O)N3CCC(N4CCCCC4)CC3)c3c4ccccc4n(C)c3c2=O)cc1,15,3,-7,-69,3,-9,0,-2,-7
CC(=O)Cc1nsc(NC(=O)c2ccc(COc3ccccc3Cl)o2)n1,5,-9,-11,-5,2,-1,2,-4,-49
COCCNC(=O)c1onc(CSc2ccccn2)c1C(=O)NCCOC,13,4,-4,0,3,-6,-4,0,-5
O=[N+]([O-])c1cc(/C=N/O)ccc1Sc1ccccc1,-2,8,-8,31,2,5,7,-9,17
COCCn1c(SCC(=O)Nc2ccc3c(c2)OCCO3)nnc1-c1ccncc1,24,6,-6,16,0,-2,2,4,-11
O=C(O)Cn1ncn(-c2ccc(OC(F)(F)F)cc2)c1=O,14,-6,-7,6,1,-8,-7,0,6
Cn1c(=O)c2c(nc(Br)n2Cc2nnc(N)s2)n(C)c1=O,-9,-13,-6,10,2,-4,-1,-3,-8
Cc1csc(SC(C)C(=O)Nc2ccc(Cl)cn2)n1 (stereo not given),24,-1,-2,21,0,-3,0,8,-2
Cc1nn(C)c(Oc2cccc(Cl)c2)c1C(=O)Nc1ccc(F)cc1,3,2,21,15,3,-14,-7,9,-6
CCOc1cccc(C2C(C#N)=C(N)Oc3cc(C)[nH]c(=O)c32)c1OCC (stereo not given),5,0,22,10,-1,-10,-20,7,1

# In the list so far, these contain a CF3 group.
SMILES,NLRP3 yeast inh,SENP7 block,SENP6 block,SENP8 block-1,SENP1 inh,HKDC1 inh,Apaf1 inhib,SENP8 block-2,PfGluPho inh
Cc1cc(C(F)(F)F)n2ncc(C(=O)O)c2n1,9,-1,-8,11,3,1,-4,1,-24
O=C(O)Cn1ncn(-c2ccc(OC(F)(F)F)cc2)c1=O,14,-6,-7,6,1,-8,-7,0,6

# The list continues.
SMILES,NLRP3 yeast inh,SENP7 block,SENP6 block,SENP8 block-1,SENP1 inh,HKDC1 inh,Apaf1 inhib,SENP8 block-2,PfGluPho inh
CCn1c(SC(C)C(=O)O)nc2sc3c(c2c1=O)CCC3 (stereo not given),-2,-3,-22,13,-2,6,-2,-12,12
COc1nccnc1NS(=O)(=O)c1ccc(N/C=C2\CCCCC2=O)cc1,11,6,-7,4,2,-3,1,1,-9
CCSc1nnc(NC(=O)c2ccc(S(=O)(=O)N(C)C)cc2)s1,2,-4,3,-11,2,-6,-8,9,-6
O=C(Nc1cnc2sc3c(n2c1=O)CCCC3)c1ccc(F)cc1,14,1,-8,-255,0,-4,-3,-5,-8
O=S(Cc1ccc(Cl)cc1)CC(O)(c1ccccc1)c1ccccc1 (stereo not given),11,-1,3,6,1,2,13,-4,-7
CCc1cc[n+](-c2nc3ccccc3nc2C(=C=[N-])C#N)cc1,8,5,4,1,-1,7,4,4,-5
Cc1cc(C)cc(NC(=O)CSc2nc3ccccc3nc2N2CCCC2)c1,4,3,13,-114,-63,3,11,3,20
O=C(CCc1nc(-c2ccc(Cl)cc2)no1)NCc1ccccc1CN1CCOCC1,7,0,-2,6,0,3,7,-2,2
N#Cc1cccnc1N1CCC(C(N)=O)CC1,-8,5,7,-422,2,0,-18,8,-9
COc1ccc(N2C(=O)CC(N3CCN(S(=O)(=O)c4cc(C)ccc4C)CC3)C2=O)cc1 (stereo not given),13,4,-5,20,-2,-1,8,-2,1
Cn1c(=O)c2c3c(sc2n2c(SCc4ccccc4)nnc12)CCCC3,17,-8,-6,/,/,/,34,-5,/
Cn1c(=O)n(CC(=O)Nc2ccc(F)cc2)c2ccccc21,-10,-2,-9,9,1,-8,-24,-3,5
CCOC(=O)c1cc2cc(F)ccc2nc1C,9,7,11,22,-1,-2,-5,3,2
CCOC(=O)COn1c(=O)c(C)[n+]([O-])c2ccccc21,20,1,-12,-19,-1,3,-15,2,-1
COc1ccc(CNC(=O)/C=C/c2ccccc2[N+](=O)[O-])cc1,2,-2,-9,11,-1,-14,-5,-9,14
Cc1ccc(C(=O)N/C(=C/c2ccc(C(C)C)cc2)C(=O)NCCCN2CCOCC2)cc1,7,8,-34,9,-3,-4,-8,-5,0
Cc1cc(C)c2sc(NNC(=O)c3ccc(S(=O)(=O)N4CCc5ccccc5C4)cc3)nc2c1,10,3,2,-10,9,-25,3,1,-31
Cc1ccc(/C=[N+](/[O-])C2SC(=S)N(C)C2(C)C)cc1 (stereo not given),-5,-2,-10,6,1,-3,0,-8,-9
Cc1nn2c(c1-c1ccc(Cl)cc1)N=C(c1ccco1)CC2c1ccccc1 (stereo not given),4,2,-5,-5,16,7,8,0,19
CCOC(=O)C1CCCN(CCC(=O)Nc2c(C(=O)OC)[nH]c3cc(OC)ccc23)C1 (stereo not given),-10,-3,9,-12,-5,-3,-3,6,-1
COc1ccc(OC)c(NC(=O)CCNC(=O)Cn2ccc3ccccc3c2=O)c1,18,11,-13,0,2,2,-4,-3,-12
Cc1cccc(-c2nnn(CC/C(N)=N/O)n2)c1,-3,-1,-10,12,0,-2,0,-9,-11
c1ccc(-c2cc(-c3nnc4n3N=C(c3ccc5ccccc5c3)CS4)[nH]n2)cc1,8,-5,-22,31,3,-9,17,-5,-7
O=C1CCCC2=C1C(c1cccs1)n1nc(SCc3ccc(C(=O)O)cc3)nc1N2 (stereo not given),5,0,-8,-258,-6,0,-4,2,5
O=C(c1ccccc1)N1CCN(CCc2ccccc2)CC1,30,3,23,10,-1,-1,8,1,-5
O=C1NCC(c2ccccc2)C1C(=O)N/N=C\c1ccc(-c2ccc(Cl)c(Cl)c2)o1 (stereo not given),14,-4,-6,-321,-3,-2,29,-11,5
CCOC(=O)c1cc2c(=O)n3ccccc3nc2n(CC2CCCO2)c1=NC(=O)/C=C/c1ccccc1 (stereo not given),4,7,13,-452,-39,-6,11,-4,-11
Cc1sc(NC(=S)NC(=O)c2ccco2)c(C#N)c1C,12,8,-26,37,0,-4,6,-23,15
CCOC(=O)CC[C@H](NC(=O)Cn1cc(C)c(=O)[nH]c1=O)C(=O)OCC,/,/,/,9,2,-5,/,/,-5
CC(C)[C@H](NC(=O)c1ccc(Cl)cc1Cl)C(=O)OCc1nc2ccsc2c(=O)[nH]1,/,/,/,3,1,-5,/,/,6

# An excerpt from above with just SENP1 inh:
canonical_smiles | SENP1 inh
Cc1cccc(-c2nnn(CC/C(N)=N/O)n2)c1 | 0
Cc1sc(NC(=S)NC(=O)c2ccco2)c(C#N)c1C | 0

# Other records.
SMILES,NLRP3 yeast inh,SENP7 block,SENP6 block,SENP8 block-1,SENP1 inh,HKDC1 inh,Apaf1 inhib,SENP8 block-2,PfGluPho inh
CCOC(=O)C1(C(=O)OCC)CCN(S(=O)(=O)c2ccccc2)CC1,/,/,/,11,-1,1,/,/,7
CCOc1ccccc1-n1c(SCC(=O)Nc2nccs2)nnc1-c1ccoc1C,-10,6,-21,4,1,4,0,-6,16
Nc1ccc(-c2nnc(-c3ccccc3)o2)cc1,32,50,61*,i,-2,-4,-2,40,-6
CN(C(=O)CSc1nnn(C)n1)c1ccccc1,31,-2,2,6,0,-2,-4,-3,-3
Cc1cc(=O)oc2n[nH]c(-c3ccccc3)c12,15,3,-12,-48,0,-3,-2,-2,3
Nc1nc2n(n1)C(=O)CC(c1ccccc1)N2 (stereo not given),13,4,6,11,3,10,-7,5,-15
COc1ccccc1CNC(=O)Cc1ccccc1,3,4,-26,-2,-2,-9,4,-8,1
COc1cc(S(=O)(=O)N2CCOCC2)ccc1F,1,-1,1,16,0,-6,-2,7,6
O=C(N/N=C/c1ccccc1F)c1cccc(NC(=O)c2ccccc2Cl)c1,4,-1,-2,2,1,-1,13,-5,-7
CCn1c(=O)c2ccccc2n2c(SCC(N)=O)nnc12,8,3,5,6,-2,-4,-15,1,-2
O=C1CCC(=O)N(O)CCCCCNC(=O)CCC(=O)N(O)CCCCNC(=O)CCC(=O)N(O)CCCCCN1,3,-6,-14,-21,1,-7,-7,-2,-9
CCC(C)(C(=O)Nc1ccc2c(c1)OCCO2)N(C(C)=O)c1ccc(C(N)=O)cc1 (stereo not given),4,15,10,24,1,-3,9,0,-20
Cc1[nH]c2c(Cl)cccc2c(=O)c1CN1CCCC1,3,-5,-14,-2,-7,-7,-4,-5,13

# Screening results: PubChem BioAssay, Sanford-Burnham Center for Chemical Genomics
